DRD3 agonist: qHTS of D3 Dopamine Receptor Agonist: qHTS; D(3) dopamine receptor (Homo sapiens), P35462; hit rate 0.58% among 410,000; D3R DiscoveRx beta-arrestin cells, luminescence, 90 min; AID 652048, 2013; max activation, %; in the data active = max activation above about 30%; note: 0% is about no effect; mostly tested at two doses, the higher about 12 µM
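Agonist-mode cell screen: cells plated at 1500/well and incubated overnight at 37 °C, then exposed to library compounds for 90 min at 37 °C. Detection reagent was added for 30–60 min at room temperature, and luminescence was read.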
HEK293 tox: qHTS of GLP-1 Receptor Inverse Agonists: Cytotox Screen; HEK293 cAMP-luciferase reporter cells, luminescence, 24 h; Potency, µM (series often up to 38.3 µM), without a hit: at the top dose activity change, negative = inhibition, hits mostly inhibitors; hit rate 0.13% among 410,000; AID 624418, 2012;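 note: loss of luciferase light is scored as toxicity; potency is the fitted concentration of half-maximal effect; % is set by controls: 0 for no effect and ±100 for the full control effect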
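To flag toxic compounds, the library was rerun on cells for 24 hr at 37 deg C and 5% CO2. Viability-linked luminescence was captured 12 min after adding luciferase detection reagent.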
GLP-1R inv ag: qHTS of GLP-1 Receptor Inverse Agonists (Inhibition Mode); AID 624417, 2012; HEK293 GLP-1R CRE-luciferase, luminescence, 24 h; GLP-1R form is constitutively active; hit rate 1.6% among 410,000; Glucagon-like peptide 1 receptor (Homo sapiens), P43220; Potency, µM (highest dose often 38.3 µM), inactives show top-dose activity change, negative = inhibition, hits mostly inhibitors; note: potency is the fitted concentration of half-maximal effect; % is set by controls: 0 for no effect and ±100 for the full control effect; nearly all actives have a fitted effect of over 55% in size
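qHTS in 1536-well format: reporter HEK293 cells expressing constitutive GLP-1R activity in DMEM + 10% Nu serum, 24 hr with compounds at 37 deg C, luminescence read after 12 min with detection reagent.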
PI5P4Ka inh: qHTS for Inhibitors of phosphatidylinositol 5-phosphate 4-kinase (PI5P4K); Phosphatidylinositol 5-phosphate 4-kinase type-2 alpha (Homo sapiens), P48426; PI5P4Kalpha enzyme, ADP-Glo luminescence, 60 min; hits give low values; max response, %; hit rate 1.2% among 330,000; AID 652105, 2013; active = max response of -50% or lower; inconclusive = between -30% and -50%; inactive = -30% or higher; note: value at the top dose of about 77 µM; % is set by controls: 0 for no effect and ±100 for the full control effect
Target sequence (P48426 whole entry, looked up): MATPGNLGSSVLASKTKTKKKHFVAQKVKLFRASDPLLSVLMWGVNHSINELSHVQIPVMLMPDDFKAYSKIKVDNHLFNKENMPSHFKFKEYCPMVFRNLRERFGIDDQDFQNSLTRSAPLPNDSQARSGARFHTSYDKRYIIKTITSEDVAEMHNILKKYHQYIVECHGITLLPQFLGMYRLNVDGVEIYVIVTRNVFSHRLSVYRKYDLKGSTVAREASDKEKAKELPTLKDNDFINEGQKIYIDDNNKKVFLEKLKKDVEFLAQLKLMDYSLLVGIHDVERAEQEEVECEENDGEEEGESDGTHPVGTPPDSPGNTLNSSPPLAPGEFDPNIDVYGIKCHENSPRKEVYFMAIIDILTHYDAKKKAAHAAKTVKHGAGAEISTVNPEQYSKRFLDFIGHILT
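Enzyme plus substrate dispensed, test compounds pinned in, then ATP (5 microM final) added. After 60 min at RT, ADP-Glo reagent 1 for 45 min and reagent 2 for 30 min preceded luminescence imaging.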
PLK1 PBD inh: qHTS for Inhibitors of PLK1-PDB (polo-like kinase 1 - polo-box domain): Primary Screen; Plk1 PBD binding of FITC phosphopeptide, fluorescence polarization; Potency, µM, without a hit: max response, negative = inhibition, usual class: inhibitors; hit rate 2.8% among 360,000; note: potency is the fitted concentration of half-maximal effect; series mostly up to about 57 µM; % is set by controls: 0 for no effect and ±100 for the full control effect; nearly all actives have a fitted effect of over 65% in size
Target sequence (P53350 whole entry, looked up, the tested form may be a part): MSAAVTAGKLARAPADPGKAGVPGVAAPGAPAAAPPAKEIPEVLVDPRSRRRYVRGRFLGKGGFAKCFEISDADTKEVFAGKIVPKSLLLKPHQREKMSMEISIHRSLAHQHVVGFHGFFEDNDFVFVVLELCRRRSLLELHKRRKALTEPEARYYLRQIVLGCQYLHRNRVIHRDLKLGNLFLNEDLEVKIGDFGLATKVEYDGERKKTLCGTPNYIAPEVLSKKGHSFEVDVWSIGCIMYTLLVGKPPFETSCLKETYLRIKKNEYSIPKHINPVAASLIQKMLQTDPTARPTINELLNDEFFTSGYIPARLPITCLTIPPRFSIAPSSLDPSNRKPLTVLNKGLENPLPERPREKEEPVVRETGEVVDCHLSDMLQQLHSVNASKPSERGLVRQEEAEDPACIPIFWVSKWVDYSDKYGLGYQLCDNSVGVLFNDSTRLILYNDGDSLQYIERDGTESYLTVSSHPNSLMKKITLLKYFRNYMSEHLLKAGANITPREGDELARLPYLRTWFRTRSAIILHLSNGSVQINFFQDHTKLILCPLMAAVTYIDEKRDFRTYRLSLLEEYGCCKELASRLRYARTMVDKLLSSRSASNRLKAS
GLP-1R agonist: qHTS of GLP-1 Receptor Agonists | Glucagon-like peptide 1 receptor (Homo sapiens), P43220 | HEK293 GLP-1R CRE-luciferase, luminescence, 4-6 h; cells express a hypersensitive GLP-1R form | Potency, µM (top dose mostly 45.6 µM), inactives show at the top dose activation, actives largely listed as activators | hit rate 0.007% among 380,000; note: potency is the fitted concentration of half-maximal effect; % of control where 0% means no effect
WRN helicase inh: qHTS for Inhibitors of WRN Helicase. AID 651768, 2012. hit rate 0.46% among 360,000. Bifunctional 3'-5' exonuclease/ATP-dependent helicase WRN (Homo sapiens), Q14191. Potency, µM (doses to about 114 µM), inactives show at the top dose activity change, negative = inhibition, hits mostly inhibitors. WRN helicase unwinding, fluorescent forked duplex, kinetic; note: potency is the fitted concentration of half-maximal effect; % is set by controls: 0 for no effect and ±100 for the full control effect; nearly all actives have a fitted effect of over 55% in size
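Primary qHTS, 1536-well format. 20 nM WRN + compound, 15 min RT; start with 100 nM forked fluorophore/quencher duplex, 2 mM ATP (final); kinetic read ex 525/em 598 nm.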
D3 antag: qHTS of D3 Dopamine Receptor Antagonist: qHTS | D3R cells, DiscoveRx beta-arrestin luminescence, antagonist mode; hits give low values | AID 652054, 2013 | max response, negative = inhibition, % | D(3) dopamine receptor (Homo sapiens), P35462 | hit rate 2.5% among 360,000; in the data active = max response below about -50%; inconclusive = no clear call, values can overlap the other calls; note: % is set by controls: 0 for no effect and ±100 for the full control effect; mostly tested at two doses, the higher about 12 µM
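Cells expressing the human receptor were seeded at 1500 cells/well, incubated overnight at 37 degrees C in 5% CO2, then exposed to library compounds with dopamine controls for 90 minutes at 37 degrees C before luminescent detection.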
IL-2 act: qHTS of IL-2 Activators; IL-2 activation reporter assay, cell-based qHTS; stimulated with anti-CD3/CD4/CD28 beads; in transgenic mouse T cells; activation, % (series mostly up to about 46 µM); hit rate 0.065% among 360,000; AID 652025, 2013; in the data active = activation above about 50%; inconclusive = mostly about 30% to 49%; note: 0% is about no effect
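First, unstimulated transgenic mouse T cells were exposed to compound for 60 min. Next, anti-CD3/anti-CD4-coated beads with anti-CD28 were added. Finally, after 18 h at 37 degrees C, EGFP and DsRed were imaged.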
* = called active by the depositor; ? = inconclusive; . = not tested or not shown; & = joins results of further samples; [ ] = another dose, or the depositor's remark. Unless noted, calls come from the whole dose curve; as a rule, active = well fitted curve in the direction sought with a large enough effect; inconclusive = small, poorly fitted or top-dose-only effect, or another doubt; inactive = no such curve, though single readings can be large; an effect the other way counts as inactive or inconclusive.

SMILES	DRD3 agonist	HEK293 tox	GLP-1R inv ag	PI5P4Ka inh	PLK1 PBD inh	GLP-1R agonist	WRN helicase inh	D3 antag	IL-2 act
COc1ccc(S(=O)(=O)Nc2ccccc2Cl)cc1NC(C)=O	-3	4%	6%	-6	-6%	1%	-18%	?	-0.6
O=c1cc(-c2cccc(F)c2)oc2ccccc12	-7	1%	40%[activator]	2	-1%	22%	1%	-7	-0.9
O=C(COC(=O)c1cccc(OC(F)F)c1)NCC1CCCO1 (stereo unspecified)	-3	2%	45%[activator]	-2	-3%	4%	11%	-2	0.5
CC(O)C(NS(=O)(=O)c1ccc(Cl)cc1)C(=O)OCc1cc([N+](=O)[O-])cc2c1OCOC2 (stereo unspecified)	-9	-4%	-42%	0	-23%	11%	-3%	-83*	-0.4
Cc1nc2c(C(=O)N(C)Cc3ccccc3)c[nH]n2c(=O)c1Cc1ccc(Cl)cc1	-18	-1%	?	.	.	-2%	.	.	.
CSc1ncccc1C(=O)OCC(=O)Nc1cc(C(F)(F)F)ccc1N1CCOCC1	0	-20%	?	.	0%	0%	-18%	2	2.3
CCOC(=O)COc1c(Cl)cc(C2NC(=S)NC(c3ccccc3)=C2C(C)=O)cc1OC (stereo unspecified)	-8	?	-8%	-5	-9%	0%	-30%[57.1 µM]	-12	-3.2
O=C(Nc1cccc(O)c1)c1ccc(NC(=O)C2CCCO2)cc1 (stereo unspecified)	0	7%	-2%	-2	-13%	21%	8%	-3	-0.5
c1ccc(Oc2nc(-c3ccccn3)nc3ccccc23)cc1	-19	?	?	-1	-4%	12%	-5%	-30	-0.4
CCC(C)c1ccc(NC(=S)N2CCN(S(C)(=O)=O)CC2)cc1 (stereo unspecified)	-7	-3%	?	-6	5%	-4%	-5%	9	1.9
CCc1c(C)[nH]n(-c2ccc(Oc3ccccc3)c(S(=O)(=O)O)c2)c1=O	0	2%	0%	-18	13µM*	1%	?	-28	-2.4
O=c1[nH]c(SCc2n[nH]c(=S)n2-c2ccccc2)nc2sc3c(c12)CCC3	-18	13%	138%[activator]	.	-13%	5%	-14%	-24	1.7
CCOCC(=O)Nc1cc(C(=O)OC)ccc1C(=O)OC	0	2%	17%	-4	-1%	2%	2%	?	6.1
Cc1cc2c(c(C)c1Cl)C(c1ccc3c(c1)OCO3)CC(=O)O2 (stereo unspecified)	6	-6%	-27%	13	-5%	3%	-8%	29	0.4
Cc1ccc(-c2nn3c(C)nnc3c3ccccc23)cc1S(=O)(=O)NCc1ccccc1	1	1%	0%	.	-13%	-10%	4%	3	-0.1
CC1(C)Cc2c(sc(NC(=O)COc3cccc4ccccc34)c2C#N)C(C)(C)N1	2	-24%	-27%	-3	-14%	28%	-29%	-18	-3.2
O=c1c2ccccc2nc(/C=C/c2cc(Br)ccc2O)n1CCCO	1	-30%	?	15	10%	-1%	-12%	13	-8.7
COc1ccc(-c2nn(-c3ccc(F)cc3)c3c2cnc2ccc(F)cc23)cc1OC	0	-19%	7%	.	.	-2%	.	.	.
COc1cc(OC)cc(C(=O)NCCc2ccc(OC)c(OC)c2)c1	6	-4%	17%	-2	-15%	-6%	3%	4	-0.6
CCCN(CC1CC1)C(=O)COC(=O)c1ccc(C)cc1O	-6	-2%	?	7	-4%	0%	-16%	9	-0.7
Cc1ccc(S(=O)(=O)N2CCN(C(=O)COC(=O)COc3cccc(C(F)(F)F)c3)CC2)c(C)c1	1	3%	-9%	20	-3%	-4%	-4%	-1	1.0
O=C1c2ccccc2C(O)(c2ccccc2)N1c1ccncc1 (stereo unspecified)	0	-14%	-47%	-3	?	-6%	-2%	-8	-0.4
Cc1cc(NC(=O)c2ccc3c(c2)OCCO3)ccc1NC(=O)c1cc2ccccc2o1	10	-32%	?	-3	-8%	-4%	-9%	49	-2.4
O=S(=O)(c1ccc(NC(=S)NCc2ccco2)cc1)N1CCCCC1	-1	-19%	?	5	-14%	14%	-14%	0	0.3
Cc1nc(NC(=O)CSc2nnc(C3CC3)n2C)sc1C	-3	8%	6%	2	5%	1%	4%	-3	0.0
CC(C)CN(C(=O)c1ccco1)C1CCS(=O)(=O)C1 (stereo unspecified)	-2	7%	2%	3	-19%	-6%	-33%	9	1.9
Cc1ccc(S(=O)(=O)N2CCOC23CCN(S(=O)(=O)c2c(C)cc(C)cc2C)CC3)cc1	3	6%	-23%	5	-7%	5%	-15%	1	-1.2
COc1cc(OC)cc(C(=O)NNC(=O)CN2C(=O)NC(C)(c3ccccc3)C2=O)c1 (stereo unspecified)	5	-4%	-18%	3	-2%	-6%	-6%	21	-3.3
Cc1ccc(NC(=O)c2ccc(F)cc2F)cc1	-8	-3%	-24%	0	5%	0%	4%	-5	1.1
COc1cc(OC)c(C(=O)O/N=C(\N)c2ccccc2)cc1OC	2	4%	67%[activator]	8	-2%	13%	-7%	1	-1.7
C=CCOc1ccc2ccccc2c1CNn1cn[nH]c1=S	0	-14%	8%	2	-5%	8%	1%	-9	0.1
CCN1CCN(C(=O)NCc2ccccc2)CC1	7	-12%	-1%	12	5%	-2%	-12%	-15	-1.6
Clc1ccccc1CSc1cc2c(nn1)-c1ccccc1CC2	-7	2%	10µM*	1	-16%	-4%	-8%	-17	-1.0
CCOc1nnnc2c1sc1nc(N3CCOCC3)c3c(c12)CCCC3	5	6%	12%	-8	0%	-15%	2%	24	-0.7
CC(=O)c1ccc(NC(=O)Nc2cccnc2)cc1	1	?	25%	-4	0%	4%	2%	3	1.0
COc1nc(NC2CCCCC2)nc(N2CCCCCC2)n1	3	?	5µM*	1	-8%	2%	-6%	-63*	0.2
NC(=O)NC(=O)COC(=O)c1cccc(S(=O)(=O)N2CCCCCC2)c1	6	-15%	9%	7	-5%	6%	-2%	-5	-0.4
COc1ccc(/C=N/N2C(=O)CSC2=S)cc1Br	37*	0%	25%	-78*	5%	0%	-18%	21	-0.2
COCCCn1c(=O)c2sccc2n(Cc2cc(C(=O)OC)ccc2OC)c1=O	18	-22%	34%[activator]	-3	-4%	30%	-7%	9	-0.1
COc1cccc(NC(=O)CN(C)C(=O)CSc2nc3ccccc3s2)c1	-23	-1%	?	5	-6%	4%	1%	-4	-4.8
COc1ccc(-n2c(CCc3ccccc3)nnc2SCC(=O)c2ccccc2)cc1	-5	-18%	?	?	-3%	-1%	-5%	?	0.7
CC(C)(C)c1ccc(C(=O)n2cnc3ccccc32)cc1	-5	4%	-1%	-6	-15%	-3%	7%	0	1.9
COC(=O)Cc1ccc(NC(=O)c2ccccc2Br)cc1	0	15%	-2%	-5	-24%	9%	4%[57.1 µM]	0	1.3
CN1C(C(=O)Nc2ccc(OC(F)(F)F)cc2)=CC(c2cccs2)=NS1(=O)=O	7&-10	?	?	-5	1%	-4%	5%	15	0.1
CCOC(=O)c1csc(NC(=O)c2cc(-c3ccccn3)nc3ccccc23)n1	16	3%	1%	-3	-3%	-4%	-20%	2	0.8
O=C(CCCCCn1c(=S)[nH]c2ccc(Br)cc2c1=O)NCC1CCCO1 (stereo unspecified)	4	-10%	-1%	-1	-28%	-2%	7%	3	-0.2
O=C(CSc1ccsc1[N+](=O)[O-])NCc1ccco1	2	-13%	17%	-71*	?	-9%	-11%[11.6 µM]	-20	-1.2
Cc1sc2nc(-c3cccnc3)[nH]c(=O)c2c1-c1ccccc1	13	9%	95%[activator]	-13	12µM*	3%	-14%	4	-1.0

Reformatted: entries from further up.
Every second line gives: DRD3 agonist | HEK293 tox | GLP-1R inv ag | PI5P4Ka inh | PLK1 PBD inh | GLP-1R agonist | WRN helicase inh | D3 antag | IL-2 act
Cc1sc2nc(-c3cccnc3)[nH]c(=O)c2c1-c1ccccc1
  13 | 9% | 95%[activator] | -13 | 12µM* | 3% | -14% | 4 | -1.0
COc1cccc(NC(=O)CN(C)C(=O)CSc2nc3ccccc3s2)c1
  -23 | -1% | ? | 5 | -6% | 4% | 1% | -4 | -4.8
CN1C(C(=O)Nc2ccc(OC(F)(F)F)cc2)=CC(c2cccs2)=NS1(=O)=O
  7&-10 | ? | ? | -5 | 1% | -4% | 5% | 15 | 0.1
CCOC(=O)c1csc(NC(=O)c2cc(-c3ccccn3)nc3ccccc23)n1
  16 | 3% | 1% | -3 | -3% | -4% | -20% | 2 | 0.8

More entries.
SMILES	DRD3 agonist	HEK293 tox	GLP-1R inv ag	PI5P4Ka inh	PLK1 PBD inh	GLP-1R agonist	WRN helicase inh	D3 antag	IL-2 act
O=C(c1cnn(-c2cccc(F)c2)c1)c1ccccc1O	5	67%[activator]	?	-1	-18%	?	0%	-13	-0.6
CCn1cc(C(=O)OC(C)C(=O)Nc2c(C)n(C)n(-c3ccccc3)c2=O)c(=O)c2ccc(C)nc21 (stereo unspecified)	0	2%	11%	5	-3%	-6%	2%	17	-0.4
CN(CC(=O)Nc1ccc(S(=O)(=O)N(C)C)cc1)Cc1ccc(C(F)(F)F)cc1	0	-2%[7.66 µM]	0%[7.66 µM]	7	0%	-3%	-2%	-22	-0.6
CN(C)CCNC(=O)CNC(=S)N(Cc1ccccc1)Cc1ccccc1F	0	1%	18%	1	0%	0%	0%	16	0.7
C/C(=N\NC(=O)CC(C)C)c1ccc(N2CCCCC2)cc1	5	-2%	0%	-1	2%	-2%	-1%	-11	-3.3
Cc1ccc2c(c1)N(C(C)C(=O)NCCc1ccccc1)C(=O)CO2 (stereo unspecified)	2	-2%	?	1	-2%	2%	5%	-5	-1.0
C#CCSc1nnc(-c2c[nH]c3ccccc23)n1C	-1	3%	18%	-1	-4%	-1%	3%	-12	-1.3
CC1CN(S(=O)(=O)c2ccc(NC(=O)CCN3C(=O)c4ccccc4C3=O)cc2)CC(C)O1 (stereo unspecified)	4	-7%	-2%	7	-6%	-1%	0%	8	1.0

Screens from PubChem.
